BaF3 tox = reduces parental Ba/F3 cell viability, JAK2V617F counter-screen | CellTiter-Glo ATP luminescence | AID 1486 | hit rate 1.1% among 220,000 | inhibition, % at 5.6 µM;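 active = inhibition above a per-campaign cutoff, the mean inhibition of all tested compounds plus 3 SD, cut at about 27% in these data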;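 note: 0% = DMSO wells and 100% = JAK Inhibitor I control wells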
PERK inhibitor = inhibitors of human PERK kinase | hit rate 0.17% among 220,000 | Q9NZJ5 | AID 1416 | inhibition, % at 5.6 µM | CHO PERK-DD fusion, SEAP luminescence translation reporter;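 active = inhibition above the mean inhibition of all tested compounds plus 3 SD, set separately per screening campaign, cut at about 2.9% in these data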;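 note: PERK kinase domain activated by AP20187 dimerizer at 100 nM; 0% = DMSO with dimerizer and 100% = rapamycin at 8.4 µM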
Target sequence (Q9NZJ5 whole entry, looked up, the tested form may be a part): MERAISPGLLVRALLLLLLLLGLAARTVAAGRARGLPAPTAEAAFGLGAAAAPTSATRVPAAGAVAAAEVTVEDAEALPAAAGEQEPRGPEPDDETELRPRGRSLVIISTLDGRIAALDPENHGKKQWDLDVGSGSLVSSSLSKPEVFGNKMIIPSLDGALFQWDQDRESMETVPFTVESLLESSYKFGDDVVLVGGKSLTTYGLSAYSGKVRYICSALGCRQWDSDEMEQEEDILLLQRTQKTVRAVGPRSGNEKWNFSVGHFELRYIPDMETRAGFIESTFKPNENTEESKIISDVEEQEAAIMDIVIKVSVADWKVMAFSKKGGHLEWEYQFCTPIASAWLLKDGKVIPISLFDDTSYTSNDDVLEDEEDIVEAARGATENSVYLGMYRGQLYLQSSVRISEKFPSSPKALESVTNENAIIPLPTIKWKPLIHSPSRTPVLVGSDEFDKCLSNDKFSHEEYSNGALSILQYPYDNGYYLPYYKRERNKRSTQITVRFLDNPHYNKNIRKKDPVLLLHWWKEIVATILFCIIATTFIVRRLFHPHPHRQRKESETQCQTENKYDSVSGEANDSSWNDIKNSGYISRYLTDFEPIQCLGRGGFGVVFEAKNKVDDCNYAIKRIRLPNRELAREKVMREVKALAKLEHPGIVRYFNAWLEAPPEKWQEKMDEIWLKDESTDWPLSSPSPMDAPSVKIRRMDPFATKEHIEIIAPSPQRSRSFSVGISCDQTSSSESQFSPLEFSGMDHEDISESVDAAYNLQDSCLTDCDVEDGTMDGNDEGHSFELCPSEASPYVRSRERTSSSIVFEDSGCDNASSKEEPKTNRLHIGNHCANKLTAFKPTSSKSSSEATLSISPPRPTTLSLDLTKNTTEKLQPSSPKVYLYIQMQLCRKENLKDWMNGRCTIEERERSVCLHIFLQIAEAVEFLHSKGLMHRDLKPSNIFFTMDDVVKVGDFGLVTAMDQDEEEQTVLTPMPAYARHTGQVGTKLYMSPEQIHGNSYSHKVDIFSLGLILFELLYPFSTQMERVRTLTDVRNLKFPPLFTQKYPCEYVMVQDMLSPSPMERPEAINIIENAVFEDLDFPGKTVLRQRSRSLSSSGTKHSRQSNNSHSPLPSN
TRPN1 ag = zebrafish TRPN1 (NompC) channel agonism; HEK293 zebrafish TRPN1-YFP, Fluo-8 calcium fluorescence; 100% = response to 87 µM carbachol; activation, % at 3 µM; hit rate 0.18% among 220,000;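 active = activation above its plate's cutoff, the mean activation of test wells on that plate plus 3 SD, cut at about 19% in these data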;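 note: 0% = DMSO alone and 100% = 87 µM carbachol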
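Material: zebrafish TRPN1-YFP in HEK293 cells; Doses: single test compound dose, 3 µM nominal, 0.3% DMSO; Timing: dye loading 1 h at 37 °C, then 30 min room temperature; Technique: intracellular calcium fluorescence with Fluo-8; Benchmarks: high carbachol 87 µM, low DMSO alone.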
Ba/F3 V617F tox = loss of viability in JAK2V617F-driven Ba/F3 cells. Ba/F3 EpoR-JAK2V617F viability, ATP luminescence. hit rate 1.1% among 220,000. inhibition, % at 5.6 µM;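 active = inhibition above the campaign mean plus 3 SD over all tested compounds, cut at about 24% in these data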;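 note: cytokine-independent growth of Ba/F3 cells driven by EpoR plus mutant JAK2; 0% = DMSO-treated cells and 100% = JAK inhibitor I control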
EP2 modulator = modulators of human EP2 prostaglandin E2 receptor | EP2-expressing cells, cAMP HTRF FRET, PGE2 co-stimulation | hit rate 0.83% among 260,000 | P43116 | induction, % at 25 µM;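 active = compounds whose cAMP rise, as percent of the full-agonist control response, exceeds 60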;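 note: rat C6 glioma line stably carrying human EP2 under a CMV promoter; the protocol text gives 20 µM as final concentration; 100% = response of wells given 1 µM PGE2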
TRPML3 agonist = activates the human TRPML3 channel; Q8TDD5; AID 1448; hit rate 0.29% among 220,000; HEK293 TRPML3-YFP, Fluo-8 calcium fluorescence; 100% = the carbachol control signal; activation, % at 3 µM;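 active = activation above its plate's cutoff, the mean activation of the plate's test wells plus 3 SD, cut at about 12% in these data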;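 note: 0% = DMSO only wells and 100% = carbachol wells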
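Test system: TRPML3-YFP stable HEK293 cells. Doses: single point at 3 µM. Incubation: dye loading 1 h 37 °C then 30 min ambient, 125 s read. Signal: Fluo-8 calcium dye fluorescence, ex 470-495, em 515-575 nm. Measure: percent activation from peak-to-basal fluorescence ratio, scaled between DMSO and carbachol.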
Calpain2 inh = blocks pig calpain II enzyme activity | purified calpain II, fluorogenic peptide substrate, 30 min | inhibition, % at 16 µM | hit rate 0.37% among 220,000;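 active = inhibition above about 50%, limit read from the data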
S1P4 antag = antagonists of human S1P4 receptor; hit rate 0.26% among 220,000; S1P4-expressing cells, antagonist mode, reporter read-out; inhibition, % at 4.98 µM; AID 1510; in the data active = inhibition above about 29%;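 note: 0% = wells stimulated with agonist and 100% = vehicle wells without agonist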
S1P4 agonist = activates the human S1P4 receptor. S1P4-expressing cell line, agonist reporter assay. AID 1509. hit rate 0.35% among 220,000. activation, % at 4.98 µM. O95977; in the data active = activation above about 11%;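 note: 0% = DMSO vehicle and 100% = reference agonist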
The depositor's hits bear a star; & = joins results of further samples.

SMILES	BaF3 tox	PERK inhibitor	TRPN1 ag	Ba/F3 V617F tox	EP2 modulator	TRPML3 agonist	Calpain2 inh	S1P4 antag	S1P4 agonist
CCC(=O)Oc1ccc(C2N(C(=O)CC)CCN2S(=O)(=O)c2ccc(C)cc2)cc1OC (centres undefined)	3	0.3	0.7	-4	1	0.5	16	23	-0.8
O=C1NC(=O)C2C3c4ccccc4C(c4ccccc43)C12 (centres undefined)	1	1.3	-0.5	-2	11	-0.3	0	2	-0.2
Cc1cc(C(F)(F)F)n(-c2nc(C(=O)N/N=C/c3ccc(F)cc3)cs2)n1	1	0.4	-0.4	-4	9	-0.8	11	1	-3.1
COc1cc(OC)c(/C=N/NC(=O)COc2cccc3cccnc23)c(OC)c1	4	-0.4	3.0	2	-66	0.3	-3	3	0.2
O=C(Cn1cc(C(=O)C2CC2)c2ccccc21)NCc1ccc2c(c1)OCO2	0	-1.1	-1.5	1	17	-0.4	-2	4	-0.9
CC(C(=O)NC1=NCCS1)N1C(=O)c2ccccc2C1=O (centres undefined)	0	1.4	0.9	1	15	0.0	-6	3	0.8
Cc1ccc(NC(=S)c2nc3ccccc3[nH]2)cc1	2	-1.3	-0.9	1	32	-0.6	-26	-1	1.9
Cc1[nH]n2c(=O)cc(C(C)C)nc2c1-c1ccccc1	6	1.7	-0.7	-2	1	0.5	-49	-1	1.1
CCc1ccccc1NC(=O)c1onc(C)c1Cl	1	1.2	0.4	-3	2	0.3	-7	-7	1.6
COc1cccc(Cn2cnc3c([N+](=O)[O-])c(C)c(C)cc32)c1	9	0.2	-2.4	6	-32	-1.5	-3	-12	0.5
O=C(Nc1cccc(C(=O)N2CCCCCC2)c1)c1ccco1	2	-0.7	-0.4	-3	0	0.2	-9	2	0.7
Cc1ccccc1C(=O)N1CCN(c2ccc([N+](=O)[O-])c(N3CCOCC3)c2)CC1	11	-1.0	0.6	6	-11	0.1	8	-7	-0.8
O=C(CCc1ccc(Oc2cc([N+](=O)[O-])cc([N+](=O)[O-])c2)cc1)N1CCCCC1	6	0.1	0.4	-2	-18	-0.1	-4	-28	-0.2
CSc1ccc(C2NC(=O)c3c(sc4c3CCN(C)C4)N2)cc1 (centres undefined)	2	0.9	3.1	-4	-9	1.8	-3	-23	3.0
O=C(N/N=C/c1cccc2cccnc12)c1ccccc1O	-5	2.1	4.6	23	-30	2.6	4	32*	-2.0
CN(C)c1oc(-c2ccc(Cl)cc2)nc1S(=O)(=O)c1ccccc1	7	0.8	0.5	-1	16	1.2	-3	-7	-4.0
CCN(CC)C(=O)COc1cc(C)cc2oc(=O)cc(-c3ccccc3)c12	6	-1.5	0.5	6	14	-1.5	-45	6	-0.1
COc1ccc(C(=O)OCC(=O)NCC2CCCCC2)cc1S(=O)(=O)N1CCCc2ccccc21	-1	0.6	0.1	-5	26	0.7	-4	5	2.7
CCOC(=O)CSc1nnc(CNC(=O)Cc2ccccc2)n1C	4	0.3	1.8	-1	13	0.5	-4	-7	-2.4
COc1ccc(N(C(=O)CNS(=O)(=O)c2ccccc2)C(C(=O)NCc2ccco2)C(C)C)cc1 (centres undefined)	10	-0.7	-1.2	-1	23	0.1	-34	9	1.1

An excerpt of these results, with bars between the fields.
Structure | BaF3 tox | PERK inhibitor | TRPN1 ag | Ba/F3 V617F tox | EP2 modulator | TRPML3 agonist | Calpain2 inh | S1P4 antag | S1P4 agonist
CCN(CC)C(=O)COc1cc(C)cc2oc(=O)cc(-c3ccccc3)c12 | 6 | -1.5 | 0.5 | 6 | 14 | -1.5 | -45 | 6 | -0.1
COc1ccc(C(=O)OCC(=O)NCC2CCCCC2)cc1S(=O)(=O)N1CCCc2ccccc21 | -1 | 0.6 | 0.1 | -5 | 26 | 0.7 | -4 | 5 | 2.7
CCOC(=O)CSc1nnc(CNC(=O)Cc2ccccc2)n1C | 4 | 0.3 | 1.8 | -1 | 13 | 0.5 | -4 | -7 | -2.4
COc1ccc(N(C(=O)CNS(=O)(=O)c2ccccc2)C(C(=O)NCc2ccco2)C(C)C)cc1 (centres undefined) | 10 | -0.7 | -1.2 | -1 | 23 | 0.1 | -34 | 9 | 1.1

Further entries follow.
SMILES	BaF3 tox	PERK inhibitor	TRPN1 ag	Ba/F3 V617F tox	EP2 modulator	TRPML3 agonist	Calpain2 inh	S1P4 antag	S1P4 agonist
O=C(NCC(c1ccco1)N1CCN(c2ccccc2)CC1)OCc1ccccc1 (centres undefined)	11	0.1	-2.1	3	-7	-0.2	19	7	0.4
CCCc1nnc(NC(=O)CCC(=O)NCc2ccc(OC)cc2)s1	-4	0.5	1.0	-5	16	0.6	-10	-4	-1.5
Cc1cccc(N2C(=O)CC(n3ccnc3)C2=O)c1C (centres undefined)	4	1.2	-0.9	-1	16	0.9	-12	-1	2.2
COc1ccc2sc3ccccc3c(=O)c2c1	2	0.4	-2.1	2	-35	-1.1	-173	-21	2.6
O=C(NCc1ccc2c(c1)OCO2)C1CCN(c2nccc(C(F)(F)F)n2)CC1	-1	-0.8	-0.2	2	-6	0.7	-20	3	0.8
C=CCn1c(=O)c2ccccc2n2c(SCc3nc4ccccc4s3)nnc12	6	-1.2	0.2	5	-18	-0.9	14	-2	1.1
COC(=O)c1cc(C(=O)c2ccc(Cl)cc2)n2c(=O)/c(=C\N(C)C)sc12	0	1.1	-0.1	-3	-2	0.9	-78	-3	0.3
N#Cc1ccc(CSc2nnc(Cc3cccs3)n2Cc2ccco2)cc1	3	-0.9	-0.2	4	3	-0.5	-41	2	-2.4
Cc1ccc(-n2nnnc2-c2cccc(C)c2)cc1	1	1.6	-1.2	-1	32	0.0	8	-5	0.1
Cc1ccc(S(=O)(=O)NC(=O)c2ccccc2)cc1C(C)C	3	0.2	-0.1	-2	14	0.9	-30	-12	1.0
CCN(CC)S(=O)(=O)c1ccc(Cl)c(NC(=O)c2ccccc2C)c1	1	1.7	-0.1	-3	63*	-0.3	0	-21	0.0
COc1ccc(/C=C2\CCc3ccccc3C2=O)c(OC)c1OC	3	0.7	-2.3	5	40	-2.4	19	-9	1.8
CCN(CC)S(=O)(=O)c1ccc(C)c(NC(=O)Cn2c(=O)cnc3ccccc32)c1	4	-0.7	1.8	0	9	0.3	-34	-21	2.7
O=c1cc(CSc2ccc(Cl)cc2)nc2nc[nH]n12	8	0.6	1.2	5	-3&7	1.2	20	-1	-0.6
CCN1CC(CN(C)Cc2cn(-c3ccc(C)cc3)nc2-c2ccc(F)cc2)CC1=O (centres undefined)	10	-0.1	0.8	0	8	-1.0	-43	-14	0.3
CN1c2ccc(Cl)cc2C(=O)NC1C1CC=CCC1 (centres undefined)	0	-0.5	-2.3	1	-17	-0.7	-244	-4	2.7
COc1ccc(N(C(=O)C(C)C)S(=O)(=O)c2cccs2)cc1	6	-0.8	-0.8	0	-7	0.3	22	-13	1.1
CC1=Nn2c(nnc2-c2ccccc2F)SC1	6	1.1	1.6	2	11	1.1	13	6	-0.4
Cc1nnc(-c2ccc(Cl)cc2)[nH]c1=O	7	1.9	1.4	4	-2	0.5	29	-3	-0.6
O=C(Cc1ccccc1)N1N=C(c2ccncc2)CC1(O)C(F)(F)F (centres undefined)	-3	0.9	2.6	4	-5	0.7	-12	-5	0.8
COc1cc(C2CC(=O)c3c(O)cc(O)cc3O2)ccc1O (centres undefined)	-7	0.1	-1.6	2	-26	0.2	6	-4	1.5
O=C(N/N=C/c1ccc([N+](=O)[O-])cc1)c1cccc2cc[nH]c12	3	1.3	-1.0	-1	-31	0.7	1	8	-3.1
O=C(O)c1cccc(CSc2nc(-c3ccc(Cl)cc3)cc(C(F)(F)F)n2)c1	2	1.4	-2.3	-4	64*	-0.2	45	3	-0.1
COC(=O)c1sccc1NC(=S)N1CCN(c2ccc(F)cc2)CC1	5	0.9	-2.1	-1	19	0.4	25	-3	0.3
Cn1c(=NC(=O)C2CCN(S(=O)(=O)c3cccs3)CC2)sc2ccccc21	0	-1.4	0.5	1	17	1.0	12	-25	0.1
O=C(COC(=O)/C=C/c1nc2ccccc2s1)Nc1cccc(Cl)c1Cl	10	-0.1	-0.4	6	5	0.5	13	-19	-0.5
CCCC(CCC(=O)Nc1cccc([N+](=O)[O-])c1)C(=O)O (centres undefined)	1	2.4	2.0	-1	22	0.8	-21	-2	-0.1
CC(C)NC(=O)c1ccc2c(c1)nnn2C	4	0.3	1.2	-1	7	1.0	-2	-3	2.4
C=C(C)COc1ccc2c(C)c(C)c(=O)oc2c1OCC(=C)C	3	-0.6	-1.1	-1	46	-0.6	-49	-12	-0.9
CC(=O)OCC(=O)c1c[nH]c2ccccc12	-2	1.1	-0.2	0	-27&0	0.3	24	-13	-0.7
CCCCn1nnnc1SCC(=O)Nc1ccc(C)cc1	0	-0.7	-0.1	1	-18	-1.2	2	-7	0.8
COc1ccc(-c2ccc(-c3nnc(Cc4ccc(OC)c(OC)c4)o3)cc2)cc1	2	0.7	0.8	2	-2	0.4	-66	15	0.8
CCOC(=O)c1ccc(N(CC(=O)NC2CCCC2)C(=O)CNC(=O)c2ccco2)cc1	5	0.4	-1.2	-3	9	0.7	-15	-16	0.5
O=C1C2CC=CCC2C(=O)N1c1ccc(NCCc2ccccc2)c([N+](=O)[O-])c1 (centres undefined)	1	1.8	-0.1	-4	-54	1.3	8	-5	0.3
CCC(=O)NC(=Nc1nc2ccccc2s1)NC(=O)CC	4	0.9	-0.8	0	-2	0.2	-3	2	-0.4
CC(=O)CSc1ncnc2scc(-c3ccc(F)cc3)c12	0	1.0	-1.4	-4	-12	-0.5	15	3	-4.2
COc1ccc(C(O)c2nc3ccccc3n2C)cc1OC (centres undefined)	1	0.7	6.3	-4	-11	3.6	-7	-16	3.1
CCCn1nnc2sc3c(c2c1=O)CCC(C)C3 (centres undefined)	5	1.2	0.5	0	31	-0.2	-12	-1	-1.6
O=C(NCC(=O)N(CC1CCCO1)C(C(=O)NC1CCCC1)c1ccc(F)cc1)c1ccco1 (centres undefined)	1	-0.2	-0.7	-2	6	-0.6	20	15	-2.8
O=C(OCC1OC2OC3(CCCCC3)OC2C2OC3(CCCCC3)OC12)c1ccccc1 (centres undefined)	3	0.9	0.2	-1	39	0.3	28	-15	0.9
O=C(CSc1n[nH]c(-c2ccccc2Br)n1)NCCN1C(=O)CSC1=O	4	1.0	-0.9	0	17	0.2	2	-7	0.7
CCOc1ccccc1NC(=O)Cn1nnc(C(=O)Nc2ccc(C)cc2)c1N	8	-1.2	-0.8	1	13	0.0	-49	-13	0.1
Cc1ccsc1/C=N/N1CCOCC1	4	0.0	1.1	2	20	0.9	-17	-12	1.9
Fc1ccc(Cn2cc(C(=S)N3CCOCC3)c3ccccc32)cc1	-3	-1.1	0.3	-2	6	0.4	16	27	-0.3
CCOC(=O)C1CCN(S(=O)(=O)c2ccc(C)cc2)CC1	6	0.9	-0.3	-4	-4	0.3	8	-3	-0.7
CC1CCN(Cc2nc(-c3ccc(Cl)cc3)no2)CC1	36*	-0.4	-0.5	0	-31	0.8	-1	19	1.9
Cc1ccc(-c2nc3ncccc3o2)cc1NC(=O)c1cc2ccccc2o1	4	1.3	0.8	0	31	0.6	-84	7	-0.4
Cc1cc(/C=C(\C#N)C(=O)O)c(C)n1CC1CCCO1 (centres undefined)	4	-0.4	0.1	0	18	-0.2	40	4	-2.3
CCn1c(CCNC(=O)c2ccc(Cl)cc2Cl)n[nH]c1=S	1	0.7	0.2	-1	-2	0.4	-42	-48	1.3
CCOC(=O)c1cc(NC(=O)Nc2cc(C)ccn2)c(C)nc1C	4	0.5	1.3	-4	-37	0.5	9	-9	1.0

Screening data as filed in PubChem.
